12-hLO inh: inhibitors of human 12-lipoxygenase (ALOX12) | P18054 | purified 12-hLO, xylenol orange hydroperoxide absorbance | Potency, µM (series often up to 57.1 µM), for inactives: at the highest dose activity change, negative = inhibition, hits mostly inhibitors | hit rate 0.12% among 150,000 | AID 1452; also: potency is read from the fitted curve at half-maximal effect; nearly all actives have a fitted effect of over 55% in size; many of its hits are not listed in these tables
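Purified human 12hLO (150 nM), preincubated 15 min with compound, then 40 uM arachidonic acid for 30 min, room temperature, Hepes pH 7.0 with 0.01% Triton X-100. Hydroperoxide detected by ferrous iron/xylenol orange; 573/405 nm absorbance ratio gives reaction progress.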
PNC assembly inh: inhibitors of perinucleolar compartment assembly. PC3M PTB-GFP, PNC prevalence imaging, 16 h; hits give low values. activity change (PNC), negative = inhibition, % at 10 µM. hit rate 3.1% among 140,000. AID 2417;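 active = readout at or below -70, meaning at least 70% loss of cells showing the perinucleolar compartment, a nuclear body marking cancer cells; inconclusive = readout between -30 and a set limit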;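 also: plate controls were DMSO wells for no effect and camptothecin positive control wells for full effect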
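Compounds are pinned in duplicate onto adhered PC3M cells stably expressing GFP-tagged PTB and incubated 16 h at 37 C. Cells are then fixed, nuclei stained with Hoechst, and PNC-positive cells counted.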
15-hLO-2 inh: blocks human 15-lipoxygenase 2 activity | O15296 | purified 15hLO-2, xylenol orange hydroperoxide absorbance | Potency, µM (highest dose often 57.1 µM), for the others: top-dose activity change, negative = inhibition, actives largely listed as inhibitors | hit rate 0.56% among 110,000; also: potency is read from the fitted curve at half-maximal effect; nearly all actives have a fitted effect of over 60% in size; many of its hits are not listed in these tables
Target sequence (O15296 whole entry, looked up): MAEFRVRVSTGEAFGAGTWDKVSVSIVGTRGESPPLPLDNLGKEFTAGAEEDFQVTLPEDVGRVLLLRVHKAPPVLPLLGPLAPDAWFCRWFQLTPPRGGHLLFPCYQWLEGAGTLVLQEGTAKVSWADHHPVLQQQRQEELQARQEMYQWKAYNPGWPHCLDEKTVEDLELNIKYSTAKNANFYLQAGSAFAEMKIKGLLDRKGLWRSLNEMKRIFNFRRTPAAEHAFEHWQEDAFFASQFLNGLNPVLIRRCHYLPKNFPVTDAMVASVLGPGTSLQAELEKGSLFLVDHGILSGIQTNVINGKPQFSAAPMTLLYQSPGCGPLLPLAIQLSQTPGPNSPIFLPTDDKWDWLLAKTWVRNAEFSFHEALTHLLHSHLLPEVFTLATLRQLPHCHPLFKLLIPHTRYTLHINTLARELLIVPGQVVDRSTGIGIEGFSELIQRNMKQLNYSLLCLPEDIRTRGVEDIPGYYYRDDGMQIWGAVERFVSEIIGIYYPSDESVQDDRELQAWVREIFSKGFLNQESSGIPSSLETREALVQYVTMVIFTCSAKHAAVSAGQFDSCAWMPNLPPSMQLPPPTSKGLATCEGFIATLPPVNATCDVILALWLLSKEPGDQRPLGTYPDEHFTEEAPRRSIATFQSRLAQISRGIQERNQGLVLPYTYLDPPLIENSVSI
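Purified human 15hLO-2 (50 nM) preincubated 15 min with compound, then 45 uM arachidonic acid for 90 min at RT in 25 mM Hepes pH 7.5, 0.01% Triton X-100. Hydroperoxide detected by Fe-xylenol orange; 573/405 nm absorbance ratio.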
IMPase cell inh: cell-permeable inhibitors of inositol monophosphatase (IMPase); P97697; CHO-M1 cells, IP1 accumulation, HTRF TR-FRET ratio; inhibition (IP1 accumulation), % at 46.1 µM; 120,000 tested, under 10 active; AID 901; active = well fitted curve in the direction sought with a large enough effect in the signal ratio, not every such curve was filed as active; inconclusive = small, poorly fitted or top-dose-only effect, or a change in a side signal; inactive = no such curve, though single readings can be large or run the other way; the % refers to the signal ratio;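 also: cells stimulated with carbachol in lithium chloride buffer; plate controls were DMSO basal wells for no effect and reference inhibitor wells for full effect; higher means more IMPase inhibition seen as more IP1 and lower FRET ratio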
Target sequence (P97697 whole entry, looked up): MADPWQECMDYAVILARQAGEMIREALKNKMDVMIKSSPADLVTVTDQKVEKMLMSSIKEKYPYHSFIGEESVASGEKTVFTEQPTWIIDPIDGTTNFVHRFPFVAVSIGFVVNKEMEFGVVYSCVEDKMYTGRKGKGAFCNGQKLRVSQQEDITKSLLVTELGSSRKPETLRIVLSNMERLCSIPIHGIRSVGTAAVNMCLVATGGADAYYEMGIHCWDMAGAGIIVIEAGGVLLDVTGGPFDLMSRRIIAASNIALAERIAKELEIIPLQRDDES
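CHO-M1, 2000 cells/well, cultured 16–30 h; cpd up to 46 uM; carbachol (50 uM solution, stimulation buffer w/ 50 mM LiCl, pH 7.4), 30 min 37C; IP-One TR-FRET, 10 min RT; Ex 320/Em 665, 620; Hill-fit AC50.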
Starred values were filed as active, the others as inactive; ? = inconclusive; · = no result given; [ ] = another dose, or the depositor's remark. Unless noted, calls follow the shape of the dose curve; as a rule, active = well fitted curve in the direction sought with a large enough effect; inconclusive = small, poorly fitted or top-dose-only effect, or another doubt; inactive = no such curve, though single readings can be large; an effect the other way counts as inactive or inconclusive. Unless noted, % is scaled to controls: 0 for no effect and ±100 for the full control effect. Some of the compounds tested; count on the stated rates, not on these rows.

SMILES | 12-hLO inh | PNC assembly inh | 15-hLO-2 inh | IMPase cell inh
COC(=O)CSc1nc2nc(C)c(Br)cc2[nH]1 | 0% | -22 | -5% | -8
CCCNS(=O)(=O)c1ccc(CCC(=O)NCc2ccco2)cc1 | 4% | 4 | -6% | 1
CC(=O)N1C(=O)CC(C)N(C(C)=O)c2ccc([N+](=O)[O-])cc21 (stereo not given) | -1% | ? | · | -3
Nc1nc2c(nc(Br)n2[C@@H]2O[C@H]3COP(=O)(O)O[C@H]3[C@@H]2O)c(=O)[nH]1 | 1% | · | 13% | 7
O=C(Nc1ccccc1C(=O)N1CCOCC1)c1cccc(S(=O)(=O)N2CCCC2)c1 | 6% | -90* | 2% | -10
COc1ccc(Nc2nc(NCc3ccco3)nc(N/N=C/c3ccccc3)n2)cc1 | -11% | 12 | 76%[activator] | 3
COc1ccc(-c2noc(Cc3cccs3)n2)cc1 | -2% | 11 | 5% | -2
COC(=O)c1sccc1NC(=O)c1ccc(Br)o1 | -5% | 18 | 1% | -8
COC(=O)C1=C(N)Oc2cc(C)n(CCCn3ccnc3)c(=O)c2C1c1ccc(Cl)cc1 (stereo not given) | -1% | 6 | 40%[activator] | 4
CC(C)CC(=O)NC(c1ccccc1Cl)c1c(O)ccc2ccccc12 (stereo not given) | -2% | 0 | · | ·
CCN1CCC(C(=O)NC2CCCC2)(N(Cc2cccs2)C(=O)Cn2nnc3ccccc32)CC1 | 1% | 25 | -1% | 5
c1ccc(C(c2ccccn2)c2ccccn2)cc1 | -1% | 35 | · | ·
O=C(CSc1nnc(-c2cccs2)o1)Nc1cccc(S(=O)(=O)N2CCCCC2)c1 | -2% | -8 | · | ·
COc1cccc(OC)c1C(=O)Nc1ccc2c(c1)OCCO2 | -3% | 7 | -2% | -7
Cn1c(-c2sc3ccccc3c2Cl)n[nH]c1=S | -10% | 17 | -27% | -6
CCN1CCN(C(=S)Nc2ccc([N+](=O)[O-])cc2)CC1 | 2% | ? | 7% | 12
COc1ccc(OCC(=O)NC(=S)Nc2ccccc2F)cc1 | -3% | ? | · | ·
Nc1nnnn1/N=C/c1ccccn1 | 4% | ? | -13% | -2
Cc1ccc(S(=O)(=O)N2CCCC2)cc1C(=O)O | 11% | 15 | -11% | -2
Cn1nnc2cc(C(=O)N3CCC(c4ccccc4)C3)ccc21 (stereo not given) | 1% | ? | 5% | 1
COCCNC(=O)C(C)N1c2cccc3cccc(c23)S1(=O)=O (stereo not given) | 8% | ? | · | 4
Clc1ccccc1Oc1cnc2ccccc2n1 | -7% | -11 | 20% | ?
O=C(c1ccco1)N1CCN(CCOCCOc2cccc3ccccc23)CC1 | 5% | -80* | 14% | 0
CCOC(=O)Cn1c(=O)oc2cc(S(=O)(=O)N3CCc4ccccc43)ccc21 | -3% | 12 | -7% | 2
C#CCn1c(=NC(=O)c2ccc(S(=O)(=O)N3CCc4ccccc4C3)cc2)sc2cc(S(N)(=O)=O)ccc21 | -1% | -134* | · | ·

One compound at a time, as listed above. Order of values: 12-hLO inh, PNC assembly inh, 15-hLO-2 inh, IMPase cell inh
Profile of COc1ccc(-c2noc(Cc3cccs3)n2)cc1 → -2%, 11, 5%, -2
Profile of Cc1ccc(S(=O)(=O)N2CCCC2)cc1C(=O)O → 11%, 15, -11%, -2

(listing goes on)
SMILES | 12-hLO inh | PNC assembly inh | 15-hLO-2 inh | IMPase cell inh
CCOc1cc(/C=N/NC(=O)C(=O)NCCCOC(C)C)cc(Br)c1O | -2% | -1 | · | ·
Cc1ccsc1C(=O)NCCC(c1ccccc1)c1ccccc1 | -3% | -21 | · | 5
Cc1ccc(S(=O)(=O)N2CCC(=O)N([C@H](COCc3ccccc3)Cc3ccccc3)CC2)cc1 | 0%[0.00818 µM] | · | 6%[0.0915 µM] | ·
COc1ccc(C(=O)NCC(=O)N/N=C/C(C)=C/c2ccccc2)cc1OC | 2% | 31 | · | ·
Cc1ccc(Cn2ncc3c(N4CCOCC4)ncnc32)cc1 | -1% | -3 | 8% | 1
O=C1NC(NS(=O)(=O)c2ccc(Cl)cc2)(C(F)(F)F)C(=O)N1Cc1cccnc1 (stereo not given) | 5% | 3 | · | ·
CCn1c(SCC(=O)Nc2ccc(S(=O)(=O)Nc3ccccn3)cc2)nnc1-c1ccncc1 | -5% | 14 | 0% | 2
Cc1onc(-c2ccccc2Cl)c1C(=O)Nc1c(C)n(C)n(-c2ccccc2)c1=O | 1% | 22 | -6% | 11
Cc1cc(N2CCCCC2)nc(N2CCOCC2)n1 | 4% | -23 | 12% | 4
Nc1nncn1C(=O)c1cc(Br)ccc1Cl | 1% | ? | 1% | -7
CC(C)C(=O)Nc1cc2c(cc1C(=O)c1ccccc1)OCCO2 | -2% | ? | -8% | 3
Cc1sc(/C=C2\C(=O)ON=C2c2ccccc2)cc1Br | 0% | -17 | · | 3
Cc1cc(C)n(CC(=O)O)n1 | 0% | -22 | · | 8
Cc1cc(C)c(S(=O)(=O)c2ccccc2)c(OC(=O)c2ccc(Cl)cc2Cl)n1 | 3% | 3 | 2% | 1
CC1(C)Cc2c(ccc3ccccc23)C(=O)N1 | 7% | 54 | -3% | -8
CCOc1ccc(N2CCCCn3c2nc2c3c(=O)[nH]c(=O)n2C)cc1 | -3% | -24 | 3% | -3
COc1cccc(CNC(=O)Cn2cc3c(n2)CCCC3)c1 | 1% | ? | 1% | ?
CCOC(=O)N1CCN(C(=O)CNS(=O)(=O)c2cccs2)CC1 | -4% | 14 | 0% | -4
O=S1(=O)CCN(Cc2ccccc2Cl)CC1 | 6% | 11 | -1% | -7
CCCn1c(NCc2cccs2)nc2ccccc21 | 0% | -22 | 9% | 22
O=C(CCN1CCN(c2ccccc2)CC1)Nc1ccc2c(c1)OCO2 | 4% | 13 | · | -2
Cc1cc(C(=O)COC(=O)CC2Sc3ccccc3NC2=O)c(C)n1-c1cccc(C(F)(F)F)c1 (stereo not given) | -1% | 11 | · | ·
Cc1cc(-c2nsc(=O)o2)c(S(C)(=O)=O)s1 | -1% | 24 | -15% | -6
CC(C)(C)C(=O)Nc1cc2nn(-c3ccccc3)nc2cc1Cl | 4% | 39 | 2% | 2
CCN(CC)C(=O)c1n[nH]c(=O)c2ccccc12 | -7% | -25 | 2% | 0

Overlap with the part before: three compounds, then new ones.
SMILES | 12-hLO inh | PNC assembly inh | 15-hLO-2 inh | IMPase cell inh
Cc1cc(-c2nsc(=O)o2)c(S(C)(=O)=O)s1 | -1% | 24 | -15% | -6
CC(C)(C)C(=O)Nc1cc2nn(-c3ccccc3)nc2cc1Cl | 4% | 39 | 2% | 2
CCN(CC)C(=O)c1n[nH]c(=O)c2ccccc12 | -7% | -25 | 2% | 0
CCC(CC)C(=O)Nc1cccc(/C(C)=N\NC(=O)c2ccc(C)s2)c1 | -4% | -7 | -4% | 0
O=C(NC1CC1)c1ccc(CSCc2cccc(F)c2)o1 | -2% | -106* | -6% | -6
COCCN1CCn2c(nc3cc(NC(=O)c4cccs4)ccc32)C1 | 12% | ? | 17% | 2
CCOC(=O)c1c(NC(=O)c2cc3n(n2)C(C(F)(F)F)CC(c2ccccc2)N3)sc(C)c1C (stereo not given) | -2% | ? | · | 1
Cc1ccc2c(c1)C1(C(=O)N2C)N2CC3(C)CN1CC(C)(C2)C3=O (stereo not given) | 3% | 9 | 3% | 4
Cc1nn(Cc2c(Cl)cccc2Cl)c(C)c1NC(=O)Cn1nc([N+](=O)[O-])c(Cl)c1C | 1% | 14 | · | ·
C=CCn1c(N)c(C(=O)NCc2ccco2)sc1=S | ? | ? | -5% | 1
COc1ccc(CNCC(O)COCc2cccs2)cc1 (stereo not given) | -2% | 16 | -6% | 4
Cc1cc(C(=O)COC(=O)Cc2n[nH]c(=O)c3ccccc23)c(C)n1-c1cccc(C(F)(F)F)c1 | -4% | -18 | · | 10
NC[C@@]12CCCC1C1CCC2C1 (stereo not given in full) | -8% | -27 | 11% | 5
Cc1ccc(C(=O)CN(C(=O)c2ccc(Cl)c(Cl)c2)N2C(=O)C3CCCCC3C2=O)cc1 (stereo not given) | 0% | 8 | -5% | 5
CCc1nnc(NC(=O)c2ccc(COc3ccccc3)o2)s1 | -2% | -12 | -4% | -3
COc1ccc(-c2cc(=O)c3c(OC)c(OC)c(OC)c(OC)c3o2)cc1 | -7% | · | 6% | ·
COC(=O)c1sccc1NC(=O)c1csc2c1CCCC2 | -5% | -7 | 4% | -3
COc1ccc(N(CC(=O)NC(C)(C)C)S(=O)(=O)c2ccccc2)cc1OC | -1% | 30 | -3% | -7
CC1CSc2nc3sc4c(c3c(=O)n21)CCCC4 (stereo not given) | -3% | 21 | ? | -1
CCCCN(C)CCNS(=O)(=O)c1ccc2c(c1)n(C)c(=O)c(=O)n2C | -1% | 7 | -2% | 5
O=C(NCC1CCCO1)c1ccc2c(c1)N(Cc1ccccc1)C(=O)CS2=O (stereo not given) | -7% | 11 | 1% | -1
CC(C)C(=O)c1cc2c(cc1NC(=O)c1cccs1)OCCO2 | -1% | 93 | · | 6
COc1nc(NCC(C)C)nc(Oc2ccc(OCc3ccccc3)nn2)n1 | 1% | 64 | -5% | -2
CC1=CC(c2ccc(Cl)cc2)n2nc(N3C(=O)CCC3=O)nc2N1 (stereo not given) | -1% | 9 | · | -6
Cc1cc(C)n(-c2ccc(C(=O)C(C#N)c3nc4ccccc4n3C)cc2)n1 (stereo not given) | -4% | ? | -12% | -7
COc1ccc(S(=O)(=O)N2CCCC2)c(C)c1C | 4% | 8 | -2% | 4
O=C(O)CCc1ccc(-c2ccc(Cl)cc2)n1CC(=O)O | -8% | 3 | -21% | ?
COc1cc(C(=O)Nc2ccc3c(c2)OCCO3)ccc1OC(F)F | -6% | 31 | 3% | -6
SMILES | 12-hLO inh | PNC assembly inh | 15-hLO-2 inh | IMPase cell inh
COc1ccc(/C(O)=C/c2nc3ccccc3n(-c3ccccc3)c2=O)cc1 | -1% | -7 | -1% | 2
C=CCn1c(N)c(C(=O)NCCC2=CCCCC2)sc1=S | -19% | -9 | ? | 5
CC(C)CN1C(=O)c2ccc(NC(=O)c3cccs3)cc2C1=O | 7% | ? | -3% | 3
COCCNC(=O)c1cc(-c2cccc(OC)c2)on1 | 1% | ? | 1% | 7
Cn1cc(C(=O)N2CCN(c3ccccn3)CC2)c(=O)c2cc(S(=O)(=O)N3CCOCC3)ccc21 | -3% | 23 | -1% | 0
CCn1c(SCC(=O)Nc2nccs2)nnc1-c1cc2cccc(OC)c2o1 | 3% | -8 | -2% | 2
CC1=CC(C)(C)N(C(=O)c2ccc(F)cc2)c2cc3c(cc21)OCO3 | -9% | 19 | -1% | 15
CN(C)c1ccc(/C=C2\NC(=S)N(Cc3ccccc3)C2=O)cc1 | -9% | 8 | ? | 21
Cc1ccc(N2CN(Cc3cccnc3)CNC2=S)cc1 | -6% | -30 | · | 7
Cc1ccc(C(=O)N/C(=C/c2cccs2)C(=O)NCCc2c[nH]c3ccccc23)cc1 | -1% | -8 | · | ·
CN(C(=O)c1cc2n(n1)C(C(F)(F)F)CC(c1ccco1)N2)c1ccccc1 (stereo not given) | -1% | 31 | -6% | -11
CC1(C)CC(=O)C=C(Nc2ccc(F)cc2F)C1 | -2% | 14 | 1% | 10
COc1ccccc1-n1c(SCC(N)=O)nc2c(c1=O)SCC2 | -1% | -16 | -5% | 0

Exported with two lines to a compound: 3 of the compounds above
Order of results: 12-hLO inh | PNC assembly inh | 15-hLO-2 inh | IMPase cell inh
> CCn1c(SCC(=O)Nc2nccs2)nnc1-c1cc2cccc(OC)c2o1
→ 3% | -8 | -2% | 2
> CC1=CC(C)(C)N(C(=O)c2ccc(F)cc2)c2cc3c(cc21)OCO3
→ -9% | 19 | -1% | 15
> CN(C)c1ccc(/C=C2\NC(=S)N(Cc3ccccc3)C2=O)cc1
→ -9% | 8 | ? | 21
